WT yeast gro inh = growth inhibition of WT yeast, mitochondrial fusion screen. mitochondrial fusion phenotypic screen, WT strain. inhibition, % at 10 µM. hit rate 2.1% among 190,000. AID 1362; in the data active = inhibition above about 58%; tested in S. cerevisiae
Yfh1-off respiration = enhancers of respiration in Yfh1-depleted yeast, dose response, Friedreich's ataxia, plus single-dose screen (AID 1465); S. cerevisiae Yfh1-off respiration, WST-1 reduction, 72 h; higher fold induction means a stronger effect; fold induction at 50 µM; hits with a dose series show EC50 in µM; hit rate 0.074% among 220,000;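 active = fold induction of absorbance versus untreated yeast above a set limit, then at least 30% activation at any dose in follow-up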;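 note: activators that raise dye reduction in frataxin-depleted yeast; strong numbers were not always called active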
Ins promoter up = MIN6 insulin promoter up-regulation; MIN6 insulin promoter-GFP reporter, high-content imaging; active compounds read high; z-score at 5 µM; hit rate 0.3% among 190,000;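 active = z-score above 3 at 5 µM with at least 500 cells counted in the well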
Dynein transport = blocks dynein driven cargo transport along microtubules | 3617.4 mouse cells, GR-EGFP nuclear translocation imaging; test concentration mostly 20 µM; stimulated with dexamethasone, 1 µM; active compounds read low | z-score, hits read low | hit rate 0.47% among 220,000 | AID 1381;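 active = plate z-score of nuclear minus cytoplasmic receptor signal below a set negative limit, without overly bright fluorescence or cell loss, cut at about -3.5 in these data, passing the limit was not always enough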;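 note: z-score of nuclear minus cytoplasmic ring GR-EGFP intensity difference per well; some compounds called inactive have numbers as strong as hits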
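Buffer or medium: tet-free, stripped-serum medium; Also added: dexamethasone, 1.0 µM final; Technique: high-content fluorescence imaging after fixation; Times: 48 h induction, 1 h compound, 30 min dex at 37 °C; Read-out: per-cell GR-EGFP intensity, nucleus versus surrounding cytoplasmic ring, well-averaged.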
Autophagy HCS = alters autophagy in cells; MEF GFP-LC3 puncta imaging; test concentration mostly 10 µM; calls only at 10 µM (by protocol); hit rate 0.98% among 190,000; AID 463193;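 active = percentage of spot-positive cells more than 3 SD above its plate mean, without a fluorescence outlier flag or 80% toxicity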;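 note: spot-positive cell cutoff set from DMSO-treated cells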
Hep lipid drop = modulators of hepatic lipid droplet formation; inhibition, % at 6.5 µM; AML12 mouse hepatocytes, oleate lipid droplets, BODIPY imaging; hit rate 0.4% among 240,000; AID 1656;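 active = lipid droplet intensity inhibited by at least 50%, with more than 500 cells counted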
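System: AML12 hepatocytes (mouse). Probe or stimulus: oleic acid at 100 µM to induce lipid droplet formation. Times: overnight treatment with compound plus oleate. Detection: Image-based BODIPY and DAPI two-channel analysis. Evaluation: percent inhibition of filter-corrected integrated lipid droplet intensity per well.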
MT stabilizer = stabilizes microtubules in HeLa cells; hit rate 0.83% among 200,000; HeLa tubulin immunostaining HCS, 24 h; share of cells brighter than vehicle mean+2SD; AID 2205; % tubulin-high responders, % at 10 µM;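 active = plate Z-score above 3 for both tubulin-high and condensed-nucleus cell shares, with cell loss under 80%, at 10 µM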;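 note: anti alpha tubulin signal scored within the nucleus-defined area of each cell; some results filed as inactive read as strong as hits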
NOD2 inhibition = inhibition of NOD2-driven NF-kB reporter – cell-based, luminescence, uHTS, HEK293 (AID 1566). HEK293 NOD2/NF-kB luciferase reporter, luminescence; higher % means a stronger effect. inhibition, % at 4 µM, or EC50 in µM where a hit was titrated. hit rate 0.63% among 290,000; in the data active = inhibition above about 50%; note: many of its hits are not listed in these tables
b-catenin transl = beta-catenin nuclear translocation modulation | HeLa beta-catenin nuclear translocation, immunofluorescence imaging | nuclear translocation activity, % at 5 µM | hit rate 0.3% among 190,000 | AID 1665;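 active = nuclear translocation activity above 50% at 5 µM, with a well cell count of 50 or more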;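 note: per-cell ratio of nuclear to cytoplasmic median beta-catenin stain intensity; plate controls were DMSO negative control for no effect and GSK-3 inhibitor IX positive control for full effect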
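System: Human HeLa cells, endogenous beta-catenin | Compound dosing: 5 µM primary, 0.02–20 µM confirmation | Timing: 24 h compound exposure at 37°C, 5% CO2 | Measured by: Fluorescence imaging of beta-catenin antibody stain plus DAPI | Read-out basis: % activation of per-cell nuclear versus cytoplasmic median beta-catenin signal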
WT yeast gro inh mutant strain = second read-out of WT yeast gro inh, no call of its own (marks repeat the call); inhibition, %; mitochondrial fusion phenotypic screen, mutant strain inhibition
Dynein transport cytoplasmic EGFP = also measured in Dynein transport; calls as there; z-score; measured here: cytoplasmic GR-EGFP intensity; active compounds read high
Dynein transport nuclear GR-EGFP = also measured in Dynein transport; calls as there; z-score; measured here: nuclear GR-EGFP intensity;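 lower value marks the stronger effect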
Dynein transport cell count = second read-out of Dynein transport, no call of its own (marks repeat the call); z-score; measured here: cell count per field
Ins promoter up cell count = further read-out of Ins promoter up, marked with its call; cell count; measured here: cytotoxicity, nuclei count;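 total cells summed across four imaged fields per well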
Hep lipid drop cells 6.5 µM = also measured in Hep lipid drop; calls as there; cell count; measured here: cell count, cytotoxicity flag;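 cells counted across two imaged fields per well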
b-catenin transl cell count 5 µM = recorded beside b-catenin transl, whose call it bears; cell count; measured here: cell count, cytotoxicity flag
MT stabilizer Hoechst-high % = also measured in MT stabilizer; calls as there; % Hoechst-high responders; measured here: nuclear condensation Hoechst responders;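 share of cells brighter than vehicle mean plus two SD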
MT stabilizer cytotoxicity % = recorded beside MT stabilizer, whose call it bears; toxicity, %; measured here: cytotoxicity by cell density;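 0% = mean cell density of plate MIN control wells and 100% = no cells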
Autophagy HCS cell loss 18 h = second read-out of Autophagy HCS, no call of its own (marks repeat the call); toxicity, %; measured here: cell loss, nuclei count;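 cell loss after 18 h compound exposure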
The depositor's hits bear a star; i = inactive; · = not tested or not shown. Not all compounds are listed, so the mix of outcomes need not match the whole.

Fields: WT yeast gro inh, WT yeast gro inh mutant strain, Yfh1-off respiration, Ins promoter up, Ins promoter up cell count, Dynein transport, Dynein transport cytoplasmic EGFP, Dynein transport nuclear GR-EGFP, Dynein transport cell count, Autophagy HCS, Autophagy HCS cell loss 18 h, Hep lipid drop, Hep lipid drop cells 6.5 µM, MT stabilizer, MT stabilizer Hoechst-high %, MT stabilizer cytotoxicity %, NOD2 inhibition, b-catenin transl, b-catenin transl cell count 5 µM
CC(=O)N/C(=C/c1ccccc1)C(=O)NCCO
 : -8.3, -6.1, i, -0.11, 1547, 0.125, -0.154, 0.622, -0.849, i, -23.5, ·, ·, 2.7, 1.3, 5.7, 2.5%, 0.5, 1361
O=C(Nc1ccc2c(c1)OCO2)c1cccs1
 : 18.1, -1.2, i, 0.38, 946, 0.558, -0.175, 0.191, -0.146, i, 10.6, 2.2, 770, 2.4, 2.9, 9.1, -65.4%, -1.3, 1142
Cc1ccc2c(C(=O)CNc3nncs3)c(C)[nH]c2c1
 : ·, ·, i, -0.07, 1507, 0.0445, -0.265, -0.000108, 0.0572, ·, ·, -0.4, 720, ·, ·, ·, 10.2%, -2.3, 1169
O=C(Cc1ccccc1)NC(NCCc1ccccc1)C(Cl)(Cl)Cl (stereo not drawn)
 : -7.3, -9.7, i, ·, ·, -0.144, -0.089, -0.332, -0.149, i, 16.6, ·, ·, 3.0, 1.6, 5.6, -9.8%, ·, ·
COc1ccc(NC(=O)NCc2ccc3c(c2)OCO3)cc1
 : 1.6, 3.8, i, -0.88, 1583, -0.477, -0.117, -0.147, 0.19, i, 19.2, 5.4, 640, 1.5, 0.8, 6.7, -9.1%, -0.2, 950
NNC(=O)c1ccc(CSc2nc3ccccc3[nH]2)cc1
 : 12.1, 3.4, i, -0.53, 1282, 0.158, -0.254, 0.315, 0.0204, i, -4.5, 16.2, 635, 4.4, 3.6, 9.1, 7.3%, 1.4, 1051
CCOC(=O)c1c(NC(=O)/C=C/c2ccc3c(c2)OCO3)sc(C)c1C
 : -3.8, -14.5, i, -0.17, 1157, 0.205, -0.198, 0.051, -0.14, i, 16.1, ·, ·, 2.6, 2.6, 1.8, -15.9%, 3.6, 1453
O=C(Cc1ccccc1)Nc1ccc(NC(=O)C2CCCCC2)nc1
 : 9.0, 6.3, i, -1.12, 1690, 0.816, -0.261, 0.719, -0.563, i, 5.4, 12.9, 626, 2.2, 1.4, 1.8, 29.5%, 0.4, 1579
Cc1ccccc1OCC(=O)N1N=C(c2cccnc2)CC1(O)C(F)(F)F (stereo not drawn)
 : -8.8, 8.7, i, ·, ·, 0.27, -0.195, 0.279, -0.28, i, -8.9, -24.4, 687, 4.6, 1.3, 9.8, 2.4%, 0.8, 1119
CNC(=S)NCc1ccc(Cl)cc1
 : ·, ·, i, ·, ·, 1.6, -0.217, 0.988, -0.124, i, 18.9, ·, ·, 3.5, 1.8, 4.1, ·, ·, ·
COC(=O)CCN(C(=O)C12CC3CC(CC(C3)C1)C2)c1ccccn1
 : -21.1, -29.4, i, ·, ·, 2.3, 0.011, 0.955, -1.45, i, -1.2, 17.7, 801, 1.8, 2.0, 9.8, 14.1%, -14.9, 1032
Cc1ccc(NC(=O)c2sc3nc(CCl)[nH]c(=O)c3c2C)c(C)c1
 : -12.2, -46.7, i, -0.25, 1490, 0.222, -0.0382, 0.027, -0.793, i, 5.8, 5.0, 650, 6.5, 4.6, 4.0, -94.7%, 6.4, 912
Cc1sc2ncnc(Nc3ccc(O)cc3)c2c1C
 : ·, ·, i, -0.55, 1369, -0.351, -0.286, -0.184, 0.856, ·, ·, 0.4, 702, ·, ·, ·, 13.6%, 1.2, 1345
CCC(=O)Nc1cccc(NC(=O)CSc2nnnn2Cc2ccccc2)c1
 : -18.2, 3.5, i, 0.05, 1676, -0.372, -0.22, -0.345, 1.96, i, 3.2, ·, ·, 1.7, 1.7, 6.3, 8.8%, -1.2, 1372
CCCCN=C(NNc1ccc(Br)cc1)C(=O)OCC
 : 64.4*, 56.0*, i, 0.55, 1456, 0.9, -0.241, 0.406, -1.42, i, 0.4, 12.6, 710, 3.0, 3.2, 7.2, -86.1%, 2.5, 1091

Further structures
Fields: WT yeast gro inh, WT yeast gro inh mutant strain, Yfh1-off respiration, Ins promoter up, Ins promoter up cell count, Dynein transport, Dynein transport cytoplasmic EGFP, Dynein transport nuclear GR-EGFP, Dynein transport cell count, Autophagy HCS, Autophagy HCS cell loss 18 h, Hep lipid drop, Hep lipid drop cells 6.5 µM, MT stabilizer, MT stabilizer Hoechst-high %, MT stabilizer cytotoxicity %, NOD2 inhibition, b-catenin transl, b-catenin transl cell count 5 µM
CC1(C(=O)NCc2cccnc2)CCC(=O)N1CCc1ccccc1 (stereo not drawn)
 : 3.9, -1.8, i, 1.56, 1072, 1.55, -0.0253, 1.32, -1.06, ·, ·, -2.8, 786, 8.1, 1.3, 8.7, 13.5%, 3.4, 991
NC(=S)Nc1ccc(Cl)c(Cl)c1
 : ·, ·, i, -1.04, 1021, 0.207, 0.0066, 0.551, -2.37, ·, ·, 0.8, 620, ·, ·, ·, 9.1%, 0.0, 1284
CCOc1ccc(NC(=O)Nc2cccc(C(=O)O)c2)cc1
 : 11.2, 24.5, i, 0.7, 1277, 0.638, -0.375, -0.292, -0.643, i, 3.6, -1.3, 680, 2.2, 3.0, 6.1, -74.7%, -2.4, 1108
Cc1nn(-c2ccccc2)c2c1C1(C(=O)N(C)c3ccccc31)C(C#N)=C(N)O2 (stereo not drawn)
 : 8.3, -2.6, i, 0.1, 1296, 0.22, -0.0724, 0.0154, -0.88, i, 26.9, 4.7, 741, 2.6, 1.6, 6.0, 5.0%, ·, ·
CCC1CCCCN1CC(C)(C)NS(=O)(=O)c1ccccc1 (stereo not drawn)
 : ·, ·, i, 0.97, 1065, 2.27, -0.198, 1.9, -1.33, ·, ·, 2.3, 687, ·, ·, ·, -10.6%, -1.1, 1486
COc1ccc([N+](=O)[O-])cc1NC(=O)C(C)OC(=O)c1cccnc1 (stereo not drawn)
 : 13.5, 3.6, i, 0.49, 1052, 0.0602, -0.265, -0.376, 1.05, i, -4.5, 6.7, 707, 2.2, 1.6, 0.8, 14.5%, 1.9, 1047
CCOC(=O)c1c[nH]c2c3c(ccc2c1=O)CCCC3
 : 2.4, -20.2, i, -0.27, 1487, 0.644, -0.0141, 0.726, 0.601, i, 5.6, ·, ·, 1.9, 5.1, 8.1, -9.2%, 2.2, 1374
O=C(O)c1cccc(-n2cnnn2)c1
 : 3.4, 2.5, i, 0.6, 1215, -0.422, -0.171, 0.177, -0.215, i, 7.7, 5.9, 834, 3.1, 2.9, 1.0, 9.4%, -4.7, 1231
COc1ccc(NC(=O)CS(=O)CC(=O)NCc2cccc(C(F)(F)F)c2)cc1 (stereo not drawn)
 : 3.6, 8.1, i, -0.13, 1280, 0.0625, -0.223, 0.239, 0.0177, i, 36.8, ·, ·, 1.9, 1.3, 6.0, 5.8%, 1.7, 758
Cc1nn(CCCC(=O)O)c(C)c1[N+](=O)[O-]
 : 7.1, 6.3, i, 0.18, 1536, 0.0303, -0.324, 0.672, 0.288, i, 7.8, -5.9, 696, 5.5, 3.0, 6.6, 10.1%, -4.3, 1073
CCN(CC)S(=O)(=O)c1cccc(C(=O)N[C@H](C(=O)OCC(N)=O)C(C)C)c1
 : -6.7, -2.6, i, -0.72, 983, -0.464, -0.0228, 0.0721, 0.0755, i, 3.0, 8.5, 691, 1.5, 2.1, 8.3, -1.5%, -5.8, 1225
COc1ccc(NCC(=O)N/N=C/C=C/c2ccccc2[N+](=O)[O-])cc1
 : 0.0, -12.7, i, -0.09, 1423, -1.45, -0.172, -0.608, 1.06, i, -2.2, -3.9, 697, 2.0, 2.8, 6.6, 5.6%, -1.3, 1136
CCS(=O)(=O)N1CCC(C(=O)OCC(=O)c2ccc(Br)cc2)CC1
 : ·, ·, i, ·, ·, -0.127, -0.417, -0.17, 0.0649, i, 10.1, ·, ·, 5.1, 1.7, 9.7, ·, ·, ·
O=C(Cn1ccc2ccccc2c1=O)N1CCN(Cc2ccc3c(c2)OCO3)CC1
 : 8.7, 5.1, i, -0.7, 1098, 0.129, 0.0192, -0.206, 0.412, i, -2.4, ·, ·, 2.7, 2.6, 13.6, -22.3%, 1.8, 1398
COc1ccc(C(=O)Nc2sc(C(=O)N(C)C)c(C)c2C#N)cc1[N+](=O)[O-]
 : -11.0, -26.1, i, 0.83, 1364, 0.526, -0.29, 0.0337, -0.816, i, 7.3, 8.4, 681, 1.9, 2.1, 2.4, 11.5%, -4.1, 567
O=C(CSc1cccs1)Nc1ccc(Cl)cc1
 : ·, ·, i, -1.16, 1346, 1.31, -0.271, 0.498, -0.32, ·, ·, -3.3, 697, ·, ·, ·, -12.3%, -0.7, 1332

Only MT stabilizer cytotoxicity %, Ins promoter up and Hep lipid drop cells 6.5 µM, for 4 of the compounds above:
structure	MT stabilizer cytotoxicity %	Ins promoter up	Hep lipid drop cells 6.5 µM
CCOc1ccc(NC(=O)Nc2cccc(C(=O)O)c2)cc1	6.1	0.7	680
Cc1nn(-c2ccccc2)c2c1C1(C(=O)N(C)c3ccccc31)C(C#N)=C(N)O2 (stereo not drawn)	6.0	0.1	741
CCC1CCCCN1CC(C)(C)NS(=O)(=O)c1ccccc1 (stereo not drawn)	·	0.97	687
COc1ccc([N+](=O)[O-])cc1NC(=O)C(C)OC(=O)c1cccnc1 (stereo not drawn)	0.8	0.49	707

Compound activity deposited in PubChem BioAssay by several laboratories.
